From PubChem
GC-A act: GC-A stimulated cGMP production enhancers – HEK293 GC-A cells, cGMP TR-FRET, EC30 ANP, primary screen; AID 1671463, 2021; activation, % at 10 µM; Atrial natriuretic peptide receptor 1 (Homo sapiens), P16066; actives 0.14% (n = 370,000); 0% at EC30 ANP, 100% saturating ANP; in the data active means activation above about 40%
mABHD4 FP: ABHD4 inhibitors, primary screen, biochemical, fluorescence polarization, mouse. inhibition, % at 8.92 µM. actives 0.54% (n = 370,000). (Lyso)-N-acylphosphatidylethanolamine lipase (Mus musculus), Q8VD66. purified mABHD4, FP-Rh probe fluorescence polarization;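 active means inhibition exceeding the mean over every tested compound plus 3 SD, cut at about 30% in these data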;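 further: 0% = plate median of compound wells and 100% = S159A mutant with DMSO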
Target sequence (Q8VD66 whole entry, looked up): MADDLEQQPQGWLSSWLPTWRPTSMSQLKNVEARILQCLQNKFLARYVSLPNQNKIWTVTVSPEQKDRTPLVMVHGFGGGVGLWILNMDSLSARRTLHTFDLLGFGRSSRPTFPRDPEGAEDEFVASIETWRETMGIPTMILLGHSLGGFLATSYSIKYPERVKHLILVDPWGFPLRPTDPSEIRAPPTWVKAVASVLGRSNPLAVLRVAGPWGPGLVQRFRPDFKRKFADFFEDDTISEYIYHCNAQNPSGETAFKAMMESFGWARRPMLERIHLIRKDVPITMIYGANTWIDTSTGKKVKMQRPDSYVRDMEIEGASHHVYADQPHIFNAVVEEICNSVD
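Assay system: wild-type mouse ABHD4 protein; compound: single nominal dose of 8.92 µM, 0.89% DMSO final; schedule: 45 min + 60 min at 25 °C; measured by: FP readout, ex 525 nm / em 598 nm; evaluation: % inhibition of FP-Rh probe binding versus controls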
ASAP1 GAP inh: inhibitors of human ASAP1 ArfGAP activity, primary screen, biochemical, fluorescence polarization. Arf-GAP with SH3 domain, ANK repeat and PH domain-containing protein 1 (Homo sapiens), …. ASAP1-stimulated ARF1 GTP hydrolysis, GDP FP detection. inhibition, % at 16.5 µM. actives 0.19% (n = 360,000); in the data active means inhibition above about 25%;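 further: 0% = vehicle with enzyme and substrate and 100% = no enzyme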
HTRA1 inhibitor: HTRA1 serine protease inhibitors, primary screen, biochemical, fluorescence polarization, HTS; recombinant HTRA1, FP-rhodamine activity-based probe; inhibition, % at 5.96 µM; actives 0.5% (n = 340,000); AID 504803, 2011; in the data active means inhibition above about 36%;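 further: 0% = enzyme with DMSO and 100% = wells lacking enzyme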
Target sequence (Q92743 whole entry, looked up): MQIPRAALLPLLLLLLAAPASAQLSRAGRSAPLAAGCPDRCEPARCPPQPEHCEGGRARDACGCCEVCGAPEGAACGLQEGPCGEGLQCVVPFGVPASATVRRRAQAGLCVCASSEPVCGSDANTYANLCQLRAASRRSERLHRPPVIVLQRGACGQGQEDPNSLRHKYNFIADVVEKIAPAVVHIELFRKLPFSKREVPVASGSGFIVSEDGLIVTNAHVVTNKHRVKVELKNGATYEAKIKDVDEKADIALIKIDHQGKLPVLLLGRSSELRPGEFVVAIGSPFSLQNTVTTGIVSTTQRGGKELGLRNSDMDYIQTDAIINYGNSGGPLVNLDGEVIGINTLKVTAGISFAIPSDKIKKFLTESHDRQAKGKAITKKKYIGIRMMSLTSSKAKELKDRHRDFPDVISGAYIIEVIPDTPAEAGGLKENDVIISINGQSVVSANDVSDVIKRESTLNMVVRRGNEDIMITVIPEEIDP
SMARCA2 act: SMARCA2 (BRM) function activators, primary screen, cell-based, luminescence, high throughput | MG213 cells, MMTV-luciferase reporter, dexamethasone, overnight | actives 1% (n = 370,000) | activation, % at 9.1 µM; in the data active means activation above about 7.8%;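 further: 0% = vehicle wells and 100% = reference activator wells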
PG9 Ab binder: binders of HIV-1 gp120 antibody PG9, primary screen, biochemical, TR-FRET; HIV-1 gp120 / PG9 antibody interaction; TR-FRET gp120-PG9 antibody binding; inhibition, % at 6.7 µM; actives 0.43% (n = 360,000); in the data active means inhibition above about 8.5%
GC-B act: human GC-B receptor activators, primary screen, HEK293 GC-B cells, cGMP TR-FRET, EC30 CNP; Atrial natriuretic peptide receptor 2 (Homo sapiens), P20594; 0% at EC30 CNP, 100% saturating CNP; activation, % at 10 µM; actives 0.11% (n = 370,000);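 active means activation at 10 µM reaching about 35% in either raw or pattern-adjusted values, limit read from the data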
rCAG RNA binder: binders of r(CAG) RNA repeats, primary screen, biochemical, fluorescence. inhibition, % at 3 µM. actives 1.3% (n = 370,000). AID 651821, 2012. r(CAG) RNA repeat, TO-PRO-1 dye displacement fluorescence;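 active means inhibition above the plate cutoff, the mean of all test compounds on that plate plus 3 SD, cut at about 35% in these data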;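 further: 0% = DMSO alone and 100% = 100 µM mitoxantrone as full dye displacement; higher means more dye released from RNA so lower well fluorescence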
NR1D1 modulator: modulators of Rev-erb alpha DNA binding, primary screen, biochemical, FITC-DNA, fluorescence polarization, uHTS | Rev-erbα–FITC-DNA binding, 90 min | activity, % at 10 µM | actives 0.79% (n = 370,000) | AID 1259318, 2017;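 active means activity above about 14%, limit read from the data; passing the limit was not always enough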;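 further: 0% = DMSO wells with 35 nM protein and 100% = DMSO wells with 750 nM protein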
ARFGAP1 inh: inhibitors of rat ARFGAP1 GAP activity, primary screen, biochemical, fluorescence polarization, GDP tracer | actives 0.26% (n = 360,000) | Arfgap1-stimulated ARF1 GTP hydrolysis, GDP FP detection | inhibition, % at 16.5 µM | ADP-ribosylation factor GTPase-activating protein 1 (Rattus norvegicus), Q62848 | AID 651572, 2012;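 active means inhibition above a per-plate limit, mean inhibition of low control wells plus 3 SD, cut at about 25% in these data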;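 further: 0% = DMSO wells with enzyme and 100% = wells lacking Arfgap1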
Target sequence (Q62848 1-136 limits assumed): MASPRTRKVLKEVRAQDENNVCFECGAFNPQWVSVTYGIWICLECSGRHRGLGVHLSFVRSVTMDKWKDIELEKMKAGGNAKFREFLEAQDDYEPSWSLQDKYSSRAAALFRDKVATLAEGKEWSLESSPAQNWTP
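material = rat Arfgap1 catalytic domain, aa 1-136 | also added = human ARF1(Δ1-17)-GTP substrate | compound dosing = one concentration, 16.5 µM, DMSO 1.26% | times = GTP hydrolysis reaction 2 h at 25 °C | measured by = FP, GDP Alexa 633 tracer displaced from anti-GDP antibody, 620/688 nm | evaluation = percent inhibition of Arfgap1-stimulated GTP hydrolysis | replication = single well per compound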
* = called active by the depositor; nt = not tested or not shown.

(1) CC(OC(=O)c1ccc(S(=O)(=O)NCc2ccco2)cc1)C(=O)Nc1ncc(Cl)cc1Cl (centres undefined)
(2) O=C(Cc1cccs1)NNC(=S)NC(=O)c1ccco1
(3) Cc1c(Cl)cccc1NC(=O)NNC(=O)CCc1ccccc1
(4) Cn1c(=O)[nH]c(=O)c2c1nc(CN1CCN(Cc3ccccc3)CC1)n2CC(N)=O
(5) COc1ccc(C(=O)CC(=O)C(=O)Nc2ccc([N+](=O)[O-])cc2C)cc1
(6) COc1c(F)cccc1C1=CC(=O)C[C@H](c2ccc(F)cc2)C1
(7) COc1ccc(-c2c(C#N)c(N)nc(Sc3ccc(Cl)cc3)c2C#N)cc1
(8) COc1cccc(NC(=O)C(=O)NCCC2CCCCN2S(=O)(=O)c2cccs2)c1 (centres undefined)
(9) COc1ccccc1NC(=O)CCNS(=O)(=O)c1ccc2c(c1)CCN2C(C)=O
(10) COc1ccccc1CNC(=O)C[C@@H]1C[C@H]2c3cc(NC(=O)c4ccc5c(c4)OCO5)ccc3O[C@H]2[C@@H](CO)O1

| Compound | 1 | 2 | 3 | 4 | 5 | 6 | 7 | 8 | 9 | 10 |
| --- | --- | --- | --- | --- | --- | --- | --- | --- | --- | --- |
| GC-B act | 1 | 0 | 4 | 3 | 2 | -2 | -8 | 7 | 6 | 5 |
| GC-A act | 1 | -2 | 2 | -1 | -4 | 6 | 21 | 2 | 4 | 4 |
| mABHD4 FP | -11 | 4 | 0 | 2 | -3 | -27 | 0 | -1 | 0 | -5 |
| SMARCA2 act | -3 | -3 | -1 | -3 | -1 | -4 | 4 | 3 | 0 | 3 |
| NR1D1 modulator | -5 | 1 | 0 | 0 | 7 | 6 | 83* | 2 | 3 | 5 |
| ARFGAP1 inh | -10 | -1 | 1 | -6 | -7 | 21 | -2 | -8 | 3 | -8 |
| rCAG RNA binder | 4 | 3 | -3 | 0 | 11 | 0 | -3 | 0 | 0 | 3 |
| ASAP1 GAP inh | -8 | 3 | -8 | 7 | -6 | -5 | 7 | 3 | 5 | 6 |
| HTRA1 inhibitor | -1 | 8 | -2 | -1 | 8 | -19 | 13 | -13 | 11 | 4 |
| PG9 Ab binder | -2.6 | -3.0 | 0.2 | -0.9 | -2.3 | -3.4 | 31* | -2.2 | -0.2 | 0.5 |

(11) CN1CCc2c(OCC(=O)N3CCC(Cc4ccccc4)CC3)cccc2C1=O
(12) Cc1ccc(S(=O)(=O)CCC(=O)N(Cc2nnc(-c3ccc(Cl)cc3)o2)C2CC2)cc1
(13) NC(=O)c1oc2ccccc2c1NC(=O)c1ccco1
(14) Cn1ccc2c(/C=C/c3ccc(F)cc3)cc3c(c21)C1CCC3O1 (centres undefined)
(15) c1nc(N2CCCC2)c2[nH]cnc2n1
(16) COc1ccc(CNC(C)(C)C)cc1Cl
(17) O=C(NNC(=S)NC(=O)c1ccccc1[N+](=O)[O-])c1ccccc1
(18) C=CCNc1nc(Nc2ccc(-c3nc4ccccc4o3)cc2)nc(N2CCOCC2)n1
(19) Cc1ccc2c(Cl)c(C(=O)Nc3nn[nH]n3)sc2c1
(20) COc1cccc(C2=CC(c3ccc(OC)c(OC)c3OC)n3nnnc3N2)c1 (centres undefined)

| Compound | 11 | 12 | 13 | 14 | 15 | 16 | 17 | 18 | 19 | 20 |
| --- | --- | --- | --- | --- | --- | --- | --- | --- | --- | --- |
| GC-B act | 7 | -1 | -1 | -6 | 5 | -2 | 1 | -11 | -7 | 3 |
| GC-A act | 0 | 0 | -1 | 6 | 4 | 1 | 2 | 4 | -3 | -7 |
| mABHD4 FP | 5 | 4 | -2 | 17 | 1 | 1 | 25 | -33 | -3 | -15 |
| SMARCA2 act | -4 | 1 | 3 | -5 | -4 | 1 | -1 | -2 | -3 | -1 |
| NR1D1 modulator | 2 | 1 | 7 | 0 | 4 | 2 | -3 | 2 | -3 | -6 |
| ARFGAP1 inh | -6 | -1 | -10 | 11 | 6 | -10 | -7 | 11 | 8 | -4 |
| rCAG RNA binder | -6 | 8 | 2 | 10 | 0 | 1 | 1 | 10 | 1 | 4 |
| ASAP1 GAP inh | -4 | -5 | 7 | 4 | -1 | -2 | -10 | 10 | -5 | -4 |
| HTRA1 inhibitor | -4 | -6 | 1 | nt | -3 | 2 | 3 | -33 | nt | 1 |
| PG9 Ab binder | -0.8 | 0.6 | -1.5 | 0.3 | 1.4 | -0.5 | -0.1 | -1.5 | 0.5 | -1.1 |

(21) CC(=O)c1ccc(C(=O)Nc2ccc(N3CCOCC3)cc2)cc1
(22) CCc1ccc(OC(C)C(=O)Nc2ccc(S(=O)(=O)Nc3nccs3)cc2)cc1 (centres undefined)
(23) COC(=O)c1ccccc1S(=O)(=O)N1CCCC(c2nc3c(nnn3Cc3ccc(C)cc3)c(=O)[nH]2)C1 (centres undefined)
(24) COc1ccc(/C=N/NC(=S)Nc2ccccc2)cc1COc1ccc(Br)cc1
(25) O=C(NC1CC(=O)N(c2ccc3c(c2)OCCO3)C1)N1CCC(O)CC1 (centres undefined)
(26) COC(=O)[C@@H](NC(=O)N1CCN(C(=O)C2COc3ccccc3O2)CC1)C(C)C (some centres undefined)
(27) O=C1C(=O)N(c2ccccn2)C(c2ccc(Br)cc2)/C1=C(/O)c1ccc(Br)cc1 (centres undefined)
(28) CCOC(=O)C1(Cc2cccc(OC)c2)CCCN(S(=O)(=O)CC)C1 (centres undefined)
(29) COc1ccc(-c2cn3nc(SCC(=O)NCC4CCCO4)ccc3n2)cc1 (centres undefined)
(30) COc1ccccc1CNS(=O)(=O)c1ccc(NC(C)=O)cc1

| Compound | 21 | 22 | 23 | 24 | 25 | 26 | 27 | 28 | 29 | 30 |
| --- | --- | --- | --- | --- | --- | --- | --- | --- | --- | --- |
| GC-B act | -9 | 3 | -9 | -5 | 3 | -1 | 4 | -1 | -4 | 0 |
| GC-A act | -1 | 0 | 7 | 1 | 0 | -4 | 2 | 1 | 3 | 0 |
| mABHD4 FP | -4 | 22 | -1 | -16 | 5 | -1 | -2 | -8 | 3 | -5 |
| SMARCA2 act | -1 | -2 | -1 | -2 | 0 | 0 | -1 | -1 | 2 | -3 |
| NR1D1 modulator | 3 | 0 | -10 | -2 | 8 | 0 | 2 | -1 | -3 | 0 |
| ARFGAP1 inh | 19 | -18 | -5 | -6 | 2 | 3 | -4 | 2 | 1 | 2 |
| rCAG RNA binder | 1 | 52* | 7 | 23 | 0 | -2 | 10 | -8 | 0 | 0 |
| ASAP1 GAP inh | 11 | -13 | 7 | 3 | -7 | -1 | -1 | -5 | 9 | 8 |
| HTRA1 inhibitor | 2 | -7 | -14 | -29 | -4 | -1 | -3 | -1 | 4 | 2 |
| PG9 Ab binder | -1.4 | -1.4 | 0.8 | -2.9 | 0.2 | -1.9 | 1.3 | -0.5 | 2.6 | -1.6 |

Shown with tabs: entries from further up.
nr	Structure	GC-B act	GC-A act	mABHD4 FP	SMARCA2 act	NR1D1 modulator	ARFGAP1 inh	rCAG RNA binder	ASAP1 GAP inh	HTRA1 inhibitor	PG9 Ab binder
1	CC(OC(=O)c1ccc(S(=O)(=O)NCc2ccco2)cc1)C(=O)Nc1ncc(Cl)cc1Cl (centres undefined)	1	1	-11	-3	-5	-10	4	-8	-1	-2.6
2	O=C(Cc1cccs1)NNC(=S)NC(=O)c1ccco1	0	-2	4	-3	1	-1	3	3	8	-3.0
3	Cc1c(Cl)cccc1NC(=O)NNC(=O)CCc1ccccc1	4	2	0	-1	0	1	-3	-8	-2	0.2
4	Cn1c(=O)[nH]c(=O)c2c1nc(CN1CCN(Cc3ccccc3)CC1)n2CC(N)=O	3	-1	2	-3	0	-6	0	7	-1	-0.9
5	COc1ccc(C(=O)CC(=O)C(=O)Nc2ccc([N+](=O)[O-])cc2C)cc1	2	-4	-3	-1	7	-7	11	-6	8	-2.3
6	COc1c(F)cccc1C1=CC(=O)C[C@H](c2ccc(F)cc2)C1	-2	6	-27	-4	6	21	0	-5	-19	-3.4

Next structures follow:
(31) COc1ccc(-c2nn(C)c3sc(C(=O)N4CCOCC4)cc23)cc1OC
(32) Cc1cc(NS(=O)(=O)c2ccc(NC(=S)NC(=O)c3ccccc3)cc2)no1
(33) CC(C)C(C)NC(=O)COC(=O)c1cccc(C(=O)OCC(=O)NC(C)C(C)C)n1 (centres undefined)
(34) O=C(Nc1ncc2c(n1)-c1ccccc1CC2)C1CC1
(35) Clc1ccc(-c2cccs2)nn1
(36) CCOc1ccccc1C1C(C#N)=C(N)Oc2cc(C)n(Cc3ccccn3)c(=O)c21 (centres undefined)
(37) COc1ccc(C/C(N)=N/OC(=O)Cc2ccc(OC)c(OC)c2)cc1
(38) CN=C(Nc1cc(C)nn1CCC#N)c1ccccc1
(39) CCN1CCN(c2cc(C)c3cc(NC(=O)c4ccc(OC)c(OC)c4)ccc3n2)CC1
(40) CSc1nc(N)c(NC(=O)c2ccc(Br)o2)c(=O)[nH]1
(41) COc1ccccc1NC(=O)CSc1nnc(-c2ccoc2C)n1CCc1ccccc1
(42) COc1cccc(N2CCN(C(=O)CNC(=O)c3sc4ccccc4c3Cl)CC2)c1
(43) C[C@@H]1CCCCO[C@H](CN(C)S(=O)(=O)c2cccs2)[C@@H](C)CN([C@H](C)CO)C(=O)c2cc(NC(=O)C3CCCCC3)ccc2O1

| Compound | 31 | 32 | 33 | 34 | 35 | 36 | 37 | 38 | 39 | 40 | 41 | 42 | 43 |
| --- | --- | --- | --- | --- | --- | --- | --- | --- | --- | --- | --- | --- | --- |
| GC-B act | 4 | -1 | 4 | -1 | -7 | 3 | 1 | 3 | 47* | 9 | -9 | 0 | 4 |
| GC-A act | 1 | 3 | 4 | 0 | 1 | 2 | -3 | 3 | -6 | 3 | -10 | -1 | 2 |
| mABHD4 FP | -4 | -5 | -1 | -1 | -9 | 0 | 3 | 1 | -1 | -4 | -6 | -3 | -2 |
| SMARCA2 act | -2 | 1 | -3 | 3 | -4 | 0 | -2 | 0 | -1 | -2 | -1 | -1 | -3 |
| NR1D1 modulator | -2 | 1 | -3 | 1 | 6 | -1 | 5 | 3 | 1 | -4 | 2 | 9 | 2 |
| ARFGAP1 inh | -3 | 5 | 6 | 8 | -5 | 9 | 11 | -4 | 22 | 7 | 6 | -9 | -2 |
| rCAG RNA binder | -3 | 26 | -1 | -2 | 2 | 2 | -7 | -2 | 1 | -2 | -6 | 6 | 8 |
| ASAP1 GAP inh | 14 | 1 | 5 | -11 | 17 | -10 | -4 | -6 | 37* | -5 | 3 | -2 | -2 |
| HTRA1 inhibitor | -4 | -6 | 0 | 2 | -3 | -11 | -5 | 6 | 8 | 5 | -8 | -7 | -1 |
| PG9 Ab binder | -0.6 | -0.7 | -0.8 | -4.5 | -2.4 | 0.1 | 1.5 | -0.6 | -0.1 | 0.2 | -0.6 | -3.9 | -0.9 |
